From PubChem BioAssay
APE1 inh: qHTS Assay for Inhibitors of the Human Apurinic/apyrimidinic Endonuclease 1 (APE1); Potency, µM (series often up to 65.8 µM), inactives show at the highest dose activity change, negative = inhibition, usual class: inhibitors; AID 2517, 2012; recombinant APE1, TAMRA/BHQ-2 abasic DNA cleavage fluorescence; 350,000 tested, 0.35% active; DNA repair nuclease/redox regulator APEX1 (Homo sapiens), P27695;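 further: plate controls were vehicle for no effect and reference inhibitor for full effect; nearly all actives have a fitted effect of over 55% in size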
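Step 1: APE1 (0.75 nM) with compound, 15 min RT. Step 2: add 50 nM fluorophore/quencher THF duplex. Step 3: three fluorescence reads 60 s apart (525/598 nm); read 3 minus read 1 = reaction progress.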
Anesthetic bind: qHTS Assay for Identification of Novel General Anesthetics; 350,000 tested, 0.074% active; apoferritin/1-aminoanthracene competitive binding, fluorescence; Potency, µM (titrated, usually from 77.5 µM), without a hit: at the top dose activity change, negative = displacement, usual class: inhibitors; further: on the % scale 0 is the no-effect control and ±100 the full control effect; nearly all actives have a fitted effect of over 20% in size
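Horse-spleen apoferritin (10 uM) in 50% saturated 1-aminoanthracene in PBS was incubated 10 min at room temperature with compound. Fluorescence (ex 380, em 535 nm) was normalized to free and bound 1-AMA, with concentration-response fitted by a four-parameter Hill equation.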
Pol eta inh: qHTS for Inhibitors of Polymerase Eta; DNA polymerase eta (Homo sapiens), Q9Y253; recombinant Pol eta, fluorescent DNA replication assay; Potency, µM (titrated, usually from 114 µM), without a hit: top-dose activity change, negative = inhibition, actives largely listed as inhibitors; 390,000 tested, 1.2% active; further: on the % scale 0 is the no-effect control and ±100 the full control effect
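Fluorescent replication assay: 50 nM final substrate added after a 15 min room-temperature compound preincubation with 10 nM enzyme. Signal taken at 0 min and again at 10 min.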
POLI inh: qHTS for Inhibitors of Polymerase Iota | 390,000 tested, 1% active | AID 588590, 2011 | DNA polymerase iota (Homo sapiens), Q9UNA4 | Pol iota fluorescent replication assay, 10 min | Potency, µM (top dose mostly 115 µM), for the others: at the top dose activity, negative = inhibition, usual class: inhibitors
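Fluorescent replication assay read twice, at 0 min and 10 min after adding 50 nM (final) substrate. Enzyme (10 nM) and compounds were first incubated 15 min at room temperature; enzyme-free buffer wells were negative controls.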
Pol beta inh: qHTS Assay for Inhibitors of DNA Polymerase Beta; P06746; Pol beta primer extension/strand displacement, fluorescence kinetic; 340,000 tested, 1.3% active; Potency, µM (top dose mostly 114 µM), for inactives: at the top dose activity change, negative = inhibition, most hits filed as inhibitors; further: on the % scale 0 is the no-effect control and ±100 the full control effect
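Pol beta (10 nM) and compounds were preincubated 15 min at room temperature, then 50 nM substrate (final) started primer extension/strand displacement. Reads were taken at 0 and 10 min; concentration-response data were fitted to a four-parameter Hill equation.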
BAZ2B block: qHTS Assay for Inhibitors of BAZ2B. AID 504333, 2011. AlphaScreen BAZ2B-H3K14Ac peptide displacement. Bromodomain adjacent to zinc finger domain protein 2B (Homo sapiens), Q9UIF8. Potency, µM (titrated, usually from 114 µM), inactives show top-dose activity change, negative = inhibition, most hits filed as inhibitors. 360,000 tested, 4.4% active; further: on the % scale 0 is the no-effect control and ±100 the full control effect; nearly all actives have a fitted effect of over 60% in size
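Compounds, titrated to a top concentration of 110 uM, were incubated 30 min at room temperature with preformed BAZ2B/acetyl-K14 H3 peptide complex (50 nM each). Proximity signal was measured by AlphaScreen after 20 min with beads.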
G9a block: qHTS Assay for Inhibitors of Histone Lysine Methyltransferase G9a; G9a H3K9 monomethylation, AlphaScreen, 2 h; Potency, µM (highest dose often 102 µM), without a hit: top-dose activity, negative = inhibition, usual class: inhibitors; 350,000 tested, 8.8% active; AID 504332, 2011; further: on the % scale 0 is the no-effect control and ±100 the full control effect; nearly all actives have a fitted effect of over 75% in size
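Step 1: enzyme (final 20 nM) with compound, 15 min RT. Step 2: substrate peptide 500 nM and SAM 20 uM, 2 h RT. Step 3: anti-H3K9me1 antibody and AlphaScreen beads, 10 min, then plate read.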
POLK inh: qHTS for Inhibitors of Polymerase Kappa | Potency, µM (titrated, usually from 107 µM), for inactives: top-dose activity, negative = inhibition, hits mostly inhibitors | 400,000 tested, 0.53% active | AID 588579, 2011 | purified Pol kappa, fluorescent DNA synthesis assay, 10 min; further: on the % scale 0 is the no-effect control and ±100 the full control effect
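Pol kappa 10 nM + cpd, 15 min RT; start w/ substrate 50 nM final; fluorescence kinetic read, 0 and 10 min. Neg ctrl: buffer, no enzyme.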
BLM helicase inh: qHTS Assay for Inhibitors of Bloom's syndrome helicase (BLM); RecQ-like DNA helicase BLM (Homo sapiens), P54132; recombinant BLM DNA unwinding, fluorescence dequenching; Potency, µM (doses to about 56.1 µM), inactives show at the top dose activity change, negative = inhibition, actives largely listed as inhibitors; 350,000 tested, 0.2% active;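 further: plate controls were vehicle for no effect and no enzyme for full effect; nearly all actives have a fitted effect of over 35% in size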
Active calls of the source: *; ? = inconclusive; nt = no result given; & = joins results of further samples; [ ] = remark or other dose. The call rests on the fitted dose curve; in most records, active means well fitted curve in the direction sought with a large enough effect; inconclusive means small, poorly fitted or top-dose-only effect, or another doubt; inactive means no such curve, though single readings can be large; an effect the other way counts as inactive or inconclusive. Potency means the concentration at half of the fitted maximal effect. Only part of the results is shown; count on the stated rates, not on these rows.

Compound,APE1 inh,Anesthetic bind,Pol eta inh,POLI inh,Pol beta inh,BAZ2B block,G9a block,POLK inh,BLM helicase inh
CC(=NCCC(c1ccccc1)c1ccccc1)c1c(O)n(C)c(=O)n(C)c1=O,-2.8%,-11.4%,-12.0%,-11.6%,?,4.9%,3.8%,-8.3%,-5.4%
COc1nnc(-c2ccc(N3CCCCC3)c(NC(=O)c3ccc(Cl)cc3)c2)c2ccccc12,nt,2.5%,-15.3%,41.0%[activator],-2.4%,-7.4%,?,-18.9%,-14.0%
C#Cc1cccc2c1c(C(=O)c1ccc(Cn3c(C)nc4cnccc43)c(F)c1)cn2C(=O)N(C)C,0.9%,-7.4%,nt,nt,nt,nt,nt,7.8%[60.1 µM],2.8%
COC(=O)C1=C(c2cccc(OCc3ccccc3)c2)C[C@@H]2CC[C@H]1N2C(=O)NCCOc1ccc(OC)cc1,12.1%,nt,-27.9%,46.1%[activator],nt,-30.5%,15.9%[2.33 µM],-2.2%,nt
CCOC(=O)C1(CCc2ccccc2)CCN(C2CCSCC2)CC1,18.3%,195.3%[activator],-1.8%,11.1%,3.5%,-11.3%,nt,1.1%,-6.9%
O[C@@H]1CCCC[C@H]1N1CCC(c2ccccc2)CC1,1.7%&-9.7%,-4.9%&1.9%,-15.9%,33.7%[activator],5.7%&2.4%,?,?,-20.6%,3.0%&-8.3%
CCOc1cc(C2NCc3ccccc3-n3cccc32)ccc1OC (configuration not stated),0.4%,2.1%,-8.4%,18.8%,7.9%,?,?,6.6%,-2.3%
CN1CCCN(C(=O)COc2ccccc2)CC1,-14.7%,-6.1%,-15.9%,0.0%,12.7%,-2.4%,nt,6.5%,0.7%
C[n+]1c(-c2ccccc2)sc2ccccc21,3.0%,-9.3%,-15.1%,19.9%,81.5%,1.9%,nt,0.2%,0.3%
O=C(Oc1ccccc1)N1CCC[C@@]2(CCN(Cc3nccs3)C2)C1,2.0%,nt,nt,nt,nt,nt,-6.4%[12.7 µM],-11.0%[60.1 µM],0.6%
c1ccc(CCNC2CCCCCC2)cc1,-13.2%,2.0%,-2.4%,-12.5%,3.4%,70.8µM*,7.08µM*,17.6%,-1.0%
COC(=O)CSc1nc2sc3c(c2c(=O)n1C1CCCCC1)CCN(C)C3,-2.8%,?,nt,nt,1.2%,-30.0%,44.7µM*,nt,-6.0%
CCCCNC(=O)C1CCCN(Cc2nc(-c3ccc(Cl)cc3)oc2C)C1 (configuration not stated),nt,-4.5%,-10.5%,33.2%[activator],36.9%,?,-24.3%[59 µM],-2.7%,-1.1%
Cc1cccc(OP(=O)(Nc2cccnc2)Oc2cccc(C)c2)c1,-2.4%,-2.2%,-8.8%,14.9%,5.2%,-1.3%,-5.0%[59 µM],1.9%,-2.4%
CCN(CC)C(=O)c1ccc(NC(=O)COc2ccccc2F)cc1,1.8%,?,5.0%,12.1%,3.5%,?,?,-8.7%,-2.4%
Cc1cc(C=O)c(C)n1C1CC1,-0.4%,-11.0%,-6.5%,47.7%[activator],1.7%,?,-7.9%,-7.2%,-1.8%
CC(=Nc1ccc2c(c1)CCC2)c1c(O)n(-c2ccccc2)c(=O)[nH]c1=O,2.0%,-6.6%,-20.6%,61.5%[activator],-18.2%,-6.8%,-2.1%,-4.0%,-0.2%
COC(=O)C1=C(c2ccc(F)cc2OCc2ccccc2)C[C@@H]2CC[C@H]1N2C(=O)NCc1ccccc1Br,-0.5%,nt,-20.0%,6.7%,nt,-16.0%,9.6%[0.501 µM],-4.4%,nt
CN[C@@H]1C[C@H]2O[C@@](C)([C@@H]1OC)n1c3ccccc3c3c4c(c5c6ccccc6n2c5c31)C(=O)NC4,?,456.9%[activator],nt,nt,nt,nt,-7.1%[59 µM],-8.9%[19.4 µM],0.9%[12.4 µM]
NC(=O)c1sc2nc3c(c(-c4cccs4)c2c1N)CCCC3,5.1%,0.7%,nt,nt,-11.5%,-26.1%,22.4µM*,nt,-5.6%

The list goes on, starting with the last 2 of the part before.
Compound,APE1 inh,Anesthetic bind,Pol eta inh,POLI inh,Pol beta inh,BAZ2B block,G9a block,POLK inh,BLM helicase inh
CN[C@@H]1C[C@H]2O[C@@](C)([C@@H]1OC)n1c3ccccc3c3c4c(c5c6ccccc6n2c5c31)C(=O)NC4,?,456.9%[activator],nt,nt,nt,nt,-7.1%[59 µM],-8.9%[19.4 µM],0.9%[12.4 µM]
NC(=O)c1sc2nc3c(c(-c4cccs4)c2c1N)CCCC3,5.1%,0.7%,nt,nt,-11.5%,-26.1%,22.4µM*,nt,-5.6%
COc1cc(C2c3cc4c(c(O)c3CC3COC(=O)C32)OCO4)cc(OC)c1OC (configuration not stated),0.2%,-11.7%,-17.0%,17.8%&6.4%,nt,nt,nt,-7.9%,-3.7%
O=C(CSc1ccccn1)Nc1cccc2ccccc12,10.9%,-12.3%,-25.3%,107.4%[activator],5.1%,13.1%,?,-4.0%,-1.8%
Nc1ccccc1C(=O)OCCOc1ccccc1,-2.5%,?,-19.8%,-4.1%,-16.0%,88.2%[activator],19.6%[2.33 µM],-10.7%,-13.6%
N#Cc1cc2c(nc1SCC(=O)Nc1ccc(OC(F)(F)F)cc1)C1CCN2CC1,nt,47.7%[activator],-3.1%,-3.4%,13.7%,-4.0%,-4.4%[59 µM],0.2%[60.1 µM],-3.3%
O=C1CN=C(c2ccc(Cl)cc2)c2oc3ccccc3c2N1,-3.2%,-5.3%,-1.0%,-5.9%,-0.6%,-3.8%,18.1%[59 µM],-7.7%,0.1%
C=CCN1C(=O)/C(=C/c2ccc3c(c2)CCCN3CCC)C(=O)NC1=S,-11.3%,-3.1%,70.8µM*,?,?,44.7µM*,14.1µM*,?,-8.7%
O=C(c1cccc(Cl)c1)C1CCCN(Cc2cccc3cnccc23)C1 (configuration not stated),-5.5%,-16.9%,?,39.7%[activator],1.9%,?,?,-2.6%,-5.4%
CCCN1CCc2cc(O)cc3c2[C@H]1Cc1ccc(O)c(O)c1-3,nt,nt,-7.6%,14.1µM*,nt,nt,1.12µM*,-9.6%[60.1 µM],nt
O=C1CC2OCC=C3CN4CC[C@]56c7ccccc7N1C5C2[C@H]3C[C@H]46 (some centres not stated),nt,0.7%,nt,nt,nt,nt,16.7%[59 µM],8.6%[19.4 µM],-6.7%
CN(CC(=O)NC(=O)NCc1ccco1)CC(=O)Nc1ccccc1Cl,?,-0.9%,?,50.1µM*,7.7%,?,?,?,-18.9%
COc1ccc(-c2nc(C)c(CCNC(=O)C(=O)Nc3c(C)cccc3C)s2)cc1OC,nt,?,-15.0%,14.9%,-20.8%,0.4%,16.6%[59 µM],-3.6%[60.1 µM],2.2%
Cc1cccc(-n2c(O)c(/C=N/Nc3nc4c(c(=O)n(C)c(=O)n4C)n3C)c(=O)[nH]c2=S)c1,9.1%,0.9%,?,7.7%,-10.5%,?,?,-15.1%,-11.4%
COC(=O)C1=C(c2ccc(-c3ccccc3)c(F)c2)C[C@@H]2CC[C@H]1N2C(=O)N1CCCC1,19.0%,nt,-17.2%,11.2%,nt,-32.8%,-10.0%[2.33 µM],2.1%,nt
COc1ccccc1-n1c(CNCC2CCCO2)nc2ccccc2c1=O (configuration not stated),-1.5%,-16.3%,-4.4%,128.4%[activator],24.7%,-14.7%,-35.6%[59 µM],-9.4%,-1.6%
COc1ccc(-n2c(O)c(C(C)=NCCCn3ccnc3)c(=O)[nH]c2=O)cc1,2.6%,-10.9%,-14.2%,-2.7%,-14.9%,-8.6%[57.1 µM],13.3%,-17.3%,-0.4%
CCCCN1C(=O)NC(=O)C2(Cc3cc(C)ccc3N(C)C2)C1=O (configuration not stated),2.0%,?,-16.0%,2.6%,16.6%,-7.1%,?,-0.2%,0.3%
Cc1ccccc1OP(N)(=O)Oc1ccccc1C,-9.4%,-23.2%,0.9%,39.4%[activator],-0.7%,-2.3%,28.6%,-6.6%,-7.0%
OCCN1C2CCC1CC(O)(c1ccc(F)cc1)C2 (configuration not stated),-0.3%,-1.3%,10.6%,-19.3%,-9.5%,?,-3.9%,-8.4%,-1.1%
COc1ccc(CC(=O)N2CCN(C)CC2)cc1,0.4%,-6.9%,-3.3%,-6.0%[58.9 µM],0.1%,7.6%,4.8%,-17.6%,1.6%
COc1ccc(CCNCc2ccccn2)cc1OC,-1.6%,-6.1%,3.1%,?,-0.9%,?,?,0.7%,0.3%

Going on with the list:
Compound,APE1 inh,Anesthetic bind,Pol eta inh,POLI inh,Pol beta inh,BAZ2B block,G9a block,POLK inh,BLM helicase inh
Cc1cccn2c(=O)c3c(nc12)N1CCc2ccccc2C1C1(C3)C(=O)NC(=O)N(C)C1=O (configuration not stated),-2.2%,-12.4%,-12.3%,0.7%[58.9 µM],-0.4%,6.8%,?,1.6%,-2.9%
Cc1c(N=Nc2c(O)n(-c3ccc(Br)cc3)c(=O)[nH]c2=O)c(=O)n(-c2ccccc2)n1C,-3.6%,3.7%,-4.8%,33.4%[activator],?,28.2µM*,nt,-2.8%,-0.4%
COc1ccc(OC)c(NC2=NCCS2)c1,11.1%,-5.9%,-19.4%,36.5%[activator],0.5%,?,20.0%[59 µM],-4.2%,-10.3%
C=CC[N+](C)(C)c1ccc(CCC(=O)CCc2ccc([N+](C)(C)CC=C)cc2)cc1,24.7%,nt,-17.8%,-5.2%,nt,-13.3%,15.8µM*,-8.7%,nt
Cc1ccc(/C=C2/C(=O)NC(=O)N(Cc3ccc(F)cc3)C2=O)o1,14.1%,-3.3%,nt,nt,24.9%,-15.9%,nt,nt,-1.0%
CC(=NCCCn1ccnc1)c1c(O)n(C)c(=O)n(C)c1=O,1.0%,-9.7%,-14.6%,-0.6%[58.9 µM],3.0%,9.9%,25.2%[59 µM],-7.2%,2.1%
